West Nile virus CPE – inhibition of WNV-induced cytopathic effect – cell-based, CPE readout (AID 1621) | West Nile virus-infected cells, CPE inhibition; higher % means a stronger effect | one-dose CPE inhibition, % at 10 µM; IC50 in µM for titrated hits | 290,000 compounds, 0.02% hits; in the data active = a potency from the dose series; inconclusive = CPE inhibition mostly from about 3.7% at the one dose, without a potency; inactive = the rest, 99 in 100 with CPE inhibition below about 2.2%; note: strong numbers were not always called active
Lipid droplet – modulators of hepatic lipid droplet formation; AML12 mouse hepatocytes, oleate lipid droplets, BODIPY imaging; inhibition, % at 6.5 µM; 240,000 compounds, 0.4% hits;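 active = lipid droplet intensity inhibited by at least 50%, with more than 500 cells counted; inconclusive = wells with under 300 cells, treated as cytotoxic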
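Assay system: AML12 mouse liver cells | Compound dosing: One dose, 6.5 µM compound | Read-out basis: Droplet intensity reduction, % inhibition | Measured by: Fluorescence imaging, 20x objective, two fields per well | Schedule: Overnight treatment with compound plus oleate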
Ins promoter up – MIN6 insulin promoter up-regulation; z-score at 5 µM; 190,000 compounds, 0.3% hits; MIN6 insulin promoter-GFP reporter, high-content imaging; hits give high values;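 active = z-score above 3 at 5 µM with at least 500 cells counted in the well; inconclusive = wells under 500 cells, flagged as cytotoxic or low count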
b-catenin transl – alters nuclear translocation of beta-catenin in HeLa cells. AID 1665. nuclear translocation activity, % at 5 µM. immunofluorescence imaging. 190,000 compounds, 0.3% hits;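 active = nuclear translocation activity above 50% at 5 µM, with a well cell count of 50 or more; inconclusive = wells under 50 cells across six images, flagged as toxic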;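 note: per-cell ratio of nuclear to cytoplasmic median beta-catenin stain intensity; plate controls were DMSO negative control for no effect and GSK-3 inhibitor IX positive control for full effect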
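Technique: fluorescence imaging of beta-catenin antibody stain plus DAPI / Material: human HeLa cell line / Incubation: compound treatment 24 h, 37°C, 5% CO2 / Read-out basis: % activation of per-cell nuclear versus cytoplasmic median beta-catenin signal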
T cell modulator – T cell immune modulators affecting CD8 T cell-vesicle binding; calls only at 7 µM; AID 2052; 2C CD8+ T cell-vesicle binding, flow cytometry; hits give low values; 330,000 compounds, 0.068% hits;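 active = response, share of CD8 T cells binding vesicles, and their 90th percentile fluorescence all below set limits, cut at about 80% in these data, passing the limit was not always enough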
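Read-out – percent CD8+ FL2 mean versus row control · System – murine 2C transgenic CD8+ T lymphocytes · Times – 1.5 h cell–vesicle binding at 37 °C, then 20 min icy labelling · Control set – naked vesicles low, QL9 vesicles with vehicle high · Detection – cytometric PE anti-B7-1 and Alexa647 anti-CD8 signals after 1% paraformaldehyde fixation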
Myeloid diff 2 – promotes myeloid progenitor differentiation; ER-HoxA9 myeloid progenitors, lysozyme-GFP differentiation, flow cytometry; calls only at 10 µM; 360,000 compounds, 1% hits;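 active = normalized GFP-positive differentiation at or above the plate's own cutoff, the solvent-only control mean plus 3 SD; inconclusive = no clear call, values can overlap the other calls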;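 note: cells exposed to compound for four days before flow analysis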
Autophagy HCS – alters autophagy in cells. MEF GFP-LC3 puncta imaging; test concentration mostly 10 µM. calls only at 10 µM (by protocol). 190,000 compounds, 0.98% hits. AID 463193;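 active = percentage of spot-positive cells more than 3 SD above its plate mean, without a fluorescence outlier flag or 80% toxicity; inconclusive = no clear call, values can overlap the other calls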;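 note: spot-positive cell cutoff set from DMSO-treated cells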
MT stabilize HCS – microtubule stabilization, imaging screen; HeLa tubulin immunostaining HCS, 24 h; share of cells brighter than vehicle mean+2SD; AID 2205; 200,000 compounds, 0.83% hits; % tubulin-high responders, % at 10 µM;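 active = plate Z-score above 3 for both tubulin-high and condensed-nucleus cell shares, with cell loss under 80%, at 10 µM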;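 note: anti alpha tubulin signal scored within the nucleus-defined area of each cell; some results filed as inactive read as strong as hits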
WT yeast gro inh – growth inhibition of WT yeast, mitochondrial fusion screen; inhibition, % at 10 µM; mitochondrial fusion phenotypic screen, WT strain; 190,000 compounds, 2.1% hits; in the data active = inhibition above about 58%; tested in S. cerevisiae
WT yeast gro inh mutant strain – recorded beside WT yeast gro inh, whose call it bears; inhibition, %; mitochondrial fusion phenotypic screen, mutant strain inhibition
Ins promoter up cell count – further read-out of Ins promoter up, marked with its call; cell count; measured here: cytotoxicity, nuclei count;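 total cells summed across four imaged fields per well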
Lipid droplet cells 6.5 µM – further read-out of Lipid droplet, marked with its call; cell count; measured here: cell count, cytotoxicity flag;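 cells counted across two imaged fields per well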
b-catenin transl cell count 5 µM – also measured in b-catenin transl; calls as there; cell count; measured here: cell count, cytotoxicity flag
T cell modulator vesicle-bound % – recorded beside T cell modulator, whose call it bears; double positive events, %; measured here: CD8+ vesicle-bound cell fraction;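 binding gate set so that unloaded-vesicle control wells show 10% double positive cells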
MT stabilize HCS Hoechst-high % – recorded beside MT stabilize HCS, whose call it bears; % Hoechst-high responders; measured here: nuclear condensation Hoechst responders;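 share of cells brighter than vehicle mean plus two SD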
MT stabilize HCS cytotoxicity % – further read-out of MT stabilize HCS, marked with its call; toxicity, %; measured here: cytotoxicity by cell density;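 0% = mean cell density of plate MIN control wells and 100% = no cells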
Autophagy HCS cell loss 18 h – recorded beside Autophagy HCS, whose call it bears; toxicity, %; measured here: cell loss, nuclei count;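 cell loss after 18 h compound exposure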
Myeloid diff 2 GFP+ MAC1+ % – recorded beside Myeloid diff 2, whose call it bears; GFP+ MAC1+ double positive, %; measured here: differentiation confirmed by MAC1 staining
* marks the source's active call; other numbers are inactive results; i = inactive; ? = inconclusive; . = not tested or not shown.

SMILES	West Nile virus CPE	Lipid droplet	Lipid droplet cells 6.5 µM	Ins promoter up	Ins promoter up cell count	b-catenin transl	b-catenin transl cell count 5 µM	T cell modulator	T cell modulator vesicle-bound %	Myeloid diff 2	Myeloid diff 2 GFP+ MAC1+ %	Autophagy HCS	Autophagy HCS cell loss 18 h	MT stabilize HCS	MT stabilize HCS Hoechst-high %	MT stabilize HCS cytotoxicity %	WT yeast gro inh	WT yeast gro inh mutant strain
CCN(C(=O)COC(=O)c1cc(-c2ccccc2)nn1-c1ccccc1)C1CCS(=O)(=O)C1 (stereo unspecified)	-0.2%	-7	701	-0.92	1276	0.5	1121	i	46	i	0.7	i	-5	7.8	0.5	4.2	-3	7
COc1ccc(CSc2nncn2N)cc1[N+](=O)[O-]	-0.3%	-9	339	.	.	0.2	1058	i	47	i	0.8	i	6	3.3	1.9	8.0	-10	21
COc1ccc(C(=O)NCC(=O)OCc2csc(-c3ccccc3)n2)cc1	-0.3%	11	646	0.13	1198	0.1	482	i	46	i	0.3	i	8	3.9	1.4	5.0	-15	-17
O=C(CCN1CCOCC1)NCc1ccccc1	-0.4%	0	834	.	.	.	.	i	42	i	0.5	.	.	.	.	.	.	.
Cc1ccc(C)c(NC(=O)C(Sc2nncn2C)c2ccccc2)c1 (stereo unspecified)	-0.8%	.	.	-0.18	1237	-3.4	1001	i	55	i	3.3	i	12	2.9	2.3	7.2	-9	-14
N/C(=N\OC(=O)Oc1ccccc1)c1ccc([N+](=O)[O-])cc1	1.6%	-7	642	0.55	1354	0.6	966	i	32	i	0.6	i	-12	2.9	3.8	6.8	-7	1
COc1ccc(C2C(C(=O)c3ccccc3)=C(C)Nc3nc4ccccc4n32)c(OC)c1 (stereo unspecified)	.	-2	743	3.8*	1180*	-1.9	621	i	40	i	2.0	i	22	4.4	3.8	1.8	25	-9
Cc1nc(N)c(CC(Br)CBr)c(Cl)n1 (stereo unspecified)	-0.3%	2	746	-0.11	1067	-1.0	1289	i	43	i	0.4	.	.	.	.	.	.	.
COc1ccc(F)c(CN2CCC(N3CCC(C(=O)N4CCOCC4)CC3)CC2)c1	0.0%	-2	630	-0.77	1460	0.7	1504	i	45	i	0.6	i	9	5.9	0.9	5.0	-18	7
CCOC(=O)c1c(C)[nH]c(C(=O)COC(=O)c2oc3ccccc3c2C)c1C	0.4%	1	812	.	.	-11	1040	i	37	i	1.5	i	4	3.0	2.9	5.9	4	13
COc1ccc(S(=O)(=O)N2CCOCC2)cc1NC(=O)c1ccc2c(c1)OCCO2	0.9%	22	728	-0.69	1495	-1.8	1013	i	49	i	0.4	i	1	3.4	1.7	8.7	-6	12
O=C(NCc1ccco1)/C(=C/c1ccco1)NC(=O)c1ccccc1	0.0%	-36	819	.	.	.	.	i	23	i	0.3	.	.	.	.	.	.	.
Cc1ccc(S(=O)(=O)C2(C(=O)N3CCCCCC3)CC2)cc1	-0.6%	4	714	1.5	1167	2.3	1118	i	53	i	0.8	i	1	3.4	1.5	4.8	-8	-42
CCOc1ccc(S(=O)(=O)N2CCC(C(=O)NCc3ccco3)CC2)cc1	0.0%	2	824	.	.	.	.	i	36	i	1.2	.	.	.	.	.	.	.
Cc1ccc(S(=O)(=O)Oc2ccc3c(c2)O/C(=C\c2cccnc2)C3=O)cc1	-0.6%	7	758	-1.7	938	.	.	i	43	i	6.1	i	-1	1.3	1.4	7.9	6	21
CCSCc1nc(N)nc(NCCc2ccccc2)n1	-0.3%	-3	827	.	.	.	.	i	56	i	0.4	.	.	.	.	.	.	.
Cc1nn(-c2ccccc2)c(OC(=O)c2cccs2)c1S(=O)(=O)c1ccc([N+](=O)[O-])cc1	0.4%	10	797	0.25	887	1.5	1069	i	57	i	0.2	i	-9	1.5	1.0	8.6	17	0
COc1ccccc1C(=O)N/C(=C\c1cn(C)c2ccccc12)C(=O)N1CCOCC1	-0.3%	-3	698	.	.	.	.	i	16	i	1.0	.	.	.	.	.	.	.
CCOC(=O)c1ccc(NC(=O)Nn2cnnc2)cc1	0.6%	-2	822	.	.	.	.	i	58	i	1.4	.	.	.	.	.	.	.
Cc1[nH]c(=O)[nH]c(=O)c1/C=C/C(=O)OCC(C)C	-0.2%	2	673	0.19	1373	5.2	738	i	33	i	0.2	i	-13	3.7	2.9	1.4	-5	5
CC(C)CC(C(=O)NCC1CCCO1)N(C(=O)Cn1nnc(-c2ccc(F)cc2)n1)c1cccc(C(F)(F)F)c1 (stereo unspecified)	-0.8%	.	.	-0.05	1523	0.5	1329	i	42	i	0.8	i	3	1.3	0.8	9.6	0	1
COc1cccc(/C=C2\SC(=S)NC2=O)c1OS(=O)(=O)c1ccc(NC(C)=O)cc1	0.1%	19	594	0.17	1311	1.0	956	i	45	i	0.5	i	-4	2.8	3.6	4.1	2	-5
N#Cc1nc(-c2ccc(OCc3ccc(Cl)cc3)cc2)oc1N1CCOCC1	-0.7%	.	.	0.28	975	-0.2	1111	i	8	i	5.6	i	2	5.5	2.7	7.6	13	17
COc1ccccc1C(=O)N1c2ccccc2Sc2ccccc21	-1.4%	-1	690	-0.28	1295	14	389	i	39	i	1.1	i	9	11*	18*	29*	3	6
CCn1cc(S(=O)(=O)Nc2ccccc2C(F)(F)F)cn1	0.3%	-4	668	0.77	1458	-2.7	1011	i	52	i	0.5	i	18	2.1	1.7	5.2	4	-12
CN(C(=O)c1cc(C(=O)N(C)c2ccccc2)cc([N+](=O)[O-])c1)c1ccccc1	-1.2%	-5	785	.	.	.	.	i	60	i	0.3	.	.	.	.	.	.	.
CC(C)CNC(=O)c1cccc(NC(=O)CCc2ccccc2)c1	-0.8%	-18	733	-0.14	1556	0.3	925	i	26	i	0.7	i	8	4.6	2.1	2.8	6	10
CCCCNC(=O)c1ccc(NS(=O)(=O)c2ccccc2)cc1	0.2%	?	.	-0.99	1356	-1.6	1219	i	37	i	1.2	i	1	3.6	1.2	6.8	11	7
CC(/C=N\NC(=O)c1ccc(C)nc1)=C\c1ccccc1	-0.2%	-14	715	1.1	1310	-0.1	527	i	42	i	0.3	i	3	2.2	3.4	11	-3	-19
Cc1cccc(C(=O)Nc2ccccc2C(=O)NCc2cccnc2)c1	-0.1%	-31	619	0.35	1554	-3.3	1156	i	60	i	0.2	i	7	2.9	2.8	4.6	9	7
O=C(COC(=O)c1cc(F)cc(F)c1)Nc1cccnc1Cl	0.4%	5	732	-0.42	1201	-0.5	1075	i	37	i	0.5	i	-2	1.7	1.4	5.8	11	14
Nc1n[nH]c2cccc(Cl)c12	-0.6%	0	637	-0.62	1442	-0.8	1184	i	10	i	0.9	.	.	.	.	.	.	.
CN1CCN(c2nc(-c3ccccc3)ncc2S(=O)(=O)c2ccccc2)CC1	0.0%	7	753	0.25	1544	-0.9	1513	i	16	i	0.8	i	2	2.3	0.9	6.0	-8	-9
COC(=O)c1sccc1NC(=O)CSCCc1ccncc1	-1.1%	-34	733	-1	1290	-0.6	1082	i	39	i	0.1	i	-4	5.1	2.3	6.3	4	-12
CC(=O)N1CCN(c2ccc(Oc3ccc([N+](=O)[O-])c(C(F)(F)F)c3)cc2)CC1	3.2%	1	771	.	.	.	.	i	23	i	1.4	.	.	.	.	.	.	.
O=C(N/N=C/c1cccc(O)c1)NC1CCCCC1	-0.5%	18	690	-1.8	1238	0.3	1101	i	45	i	0.3	i	-7	2.2	3.6	7.5	2	14
CCCCc1cc(=O)oc2cc(OCC(=O)NCc3ccccn3)c(Cl)cc12	0.3%	-12	646	.	.	.	.	i	15	i	2.9	.	.	.	.	.	.	.
CCOCCCNC(=O)CCC(=O)NNc1nc2ccccc2c2nc(C)nn12	0.7%	-3	694	-0.06	1061	-1.6	1103	i	56	i	0.5	i	1	2.2	1.4	9.7	-16	-4
CC(=O)Nc1ccc(-c2sc(Nc3ccccc3)n[n+]2C)cc1	-0.3%	0	799	.	.	.	.	i	18	i	1.9	.	.	.	.	.	.	.
COc1ccc(NC(=S)Nc2cccc(C)n2)cc1	-0.4%	-3	736	-0.3	1351	1.6	1248	i	21	i	0.2	.	.	.	.	.	.	.
CC1Cc2ccccc2N1C(=O)C1CC(=O)N(c2ccccc2)C1 (stereo unspecified)	-0.4%	-6	809	.	.	.	.	i	32	i	1.1	.	.	.	.	.	.	.
NC(=O)c1ccc(C(=O)N/N=C(/Cc2ccccc2)c2ccccc2)cc1	1.2%	1	819	.	.	.	.	i	62	i	0.1	.	.	.	.	.	.	.
Cc1cc(NC(=O)CSc2nnc(Cc3ccccc3)n2C)no1	0.1%	-18	740	.	.	1.4	1056	i	25	i	0.7	i	-4	3.2	1.2	2.3	-15	0

From PubChem BioAssay
